# NS3 helicase inh – HCV NS3 helicase inhibition; inhibition, % at 10.9 µM; hit rate 0.56% among 290,000; AID 1800; NS3 helicase DNA unwinding, Cy5 molecular beacon fluorescence;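 active = inhibition above the mean of all tested compounds plus 3 SD, set per campaign, cut at about 35% in these data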;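 note: 0% = DMSO wells and 100% = thioflavine S control wells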
#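 System: HCV NS3 helicase fragment; control set: DMSO and thioflavine S; technique: Cy5 fluorescence at 0 and 60 min, beacon hairpin quenching; reagent: beacon DNA duplex substrate plus ATP; replicates: singlicate; schedule: 1 h reaction at 25 °C, ATP-initiated; medium: MOPS buffer pH 6.5 with MgCl2, DTT, Tween20, BSA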
# FID counter – fluorescent intercalator displacement, NS3 helicase counter-screen. DNA fluorescent intercalator displacement, fluorescence. inhibition, % at 7.9 µM. hit rate 0.17% among 290,000. AID 1845; in the data active = inhibition above about 37%;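 note: 0% = vehicle and 100% = reference compound; higher means more ethidium bromide displaced from hairpin DNA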
# CRFBP-R2 agonist – CRF-BP/CRF-R2 complex agonism | HEK293 CRF-R2/CRF-BP, calcium dye fluorescence (FLIPR); percent of saturating CRF peptide response | activation, % at 13.2 µM | hit rate 0.46% among 350,000;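 active = activation of at least 50%, plus an integration ratio under a set limit after plate pattern correction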;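 note: plate controls were neutral control wells without compound for no effect and CRF at EC100 for full effect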
# MEKK2mut PB1 HTS – signal of MEK5 binding to mutant human MEKK2 PB1 domain | hit rate 0.35% among 290,000 | AID 1530 | percent response, % at 10 µM | bead flow cytometry, Alexa488-MEK5 binding to MEKK2 mutant; in the data active = percent response above about 24%, passing the limit was not always enough; note: inactives centre near 1; some results filed as inactive read as strong as hits
# GalR3 antag – blocks the human galanin receptor 3 | O60755 | HEK293 GalR3-CNG cAMP membrane potential fluorescence; galR3 body fused to GalR1 C-terminus | inhibition, % at 3 µM | hit rate 0.44% among 360,000 | AID 651719;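 active = inhibition above the screen-wide average plus 3 SD, cut at about 13% in these data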;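 note: forskolin and galanin both at EC90 stimulate the cells; cAMP rise reported by CNG channel membrane potential dye signal; 0% = forskolin plus galanin with DMSO and 100% = forskolin alone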
# Target sequence (O60755 1-299 limits assumed): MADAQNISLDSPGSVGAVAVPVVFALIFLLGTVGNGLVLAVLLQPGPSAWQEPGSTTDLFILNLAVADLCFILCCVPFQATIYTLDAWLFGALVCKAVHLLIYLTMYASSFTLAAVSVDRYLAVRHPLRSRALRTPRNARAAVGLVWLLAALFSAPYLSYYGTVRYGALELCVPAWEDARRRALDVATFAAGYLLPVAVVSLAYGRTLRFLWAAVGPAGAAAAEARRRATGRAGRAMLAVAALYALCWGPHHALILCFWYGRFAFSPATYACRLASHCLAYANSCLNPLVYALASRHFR
# MEKK3 PB1 HTS – modulators (inhibitors or enhancers) of MEK5 binding to human MEKK3 PB1 domain. Q99759. AID 1529. hit rate 1.4% among 290,000. binding response (% of control), % at 10 µM. bead-based flow cytometry, Alexa488-MEK5 binding to MEKK3; actives lie on both sides; 0 = blocked by unlabeled MEK5, 100 = vehicle;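 active = binding response more than 3 SD above or below the average of its plate-row segment, actives on both sides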;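 note: Alexa488 bead fluorescence after subtracting the streptavidin-only scavenger bead signal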
# Target sequence (Q99759 whole entry, looked up, the tested form may be a part): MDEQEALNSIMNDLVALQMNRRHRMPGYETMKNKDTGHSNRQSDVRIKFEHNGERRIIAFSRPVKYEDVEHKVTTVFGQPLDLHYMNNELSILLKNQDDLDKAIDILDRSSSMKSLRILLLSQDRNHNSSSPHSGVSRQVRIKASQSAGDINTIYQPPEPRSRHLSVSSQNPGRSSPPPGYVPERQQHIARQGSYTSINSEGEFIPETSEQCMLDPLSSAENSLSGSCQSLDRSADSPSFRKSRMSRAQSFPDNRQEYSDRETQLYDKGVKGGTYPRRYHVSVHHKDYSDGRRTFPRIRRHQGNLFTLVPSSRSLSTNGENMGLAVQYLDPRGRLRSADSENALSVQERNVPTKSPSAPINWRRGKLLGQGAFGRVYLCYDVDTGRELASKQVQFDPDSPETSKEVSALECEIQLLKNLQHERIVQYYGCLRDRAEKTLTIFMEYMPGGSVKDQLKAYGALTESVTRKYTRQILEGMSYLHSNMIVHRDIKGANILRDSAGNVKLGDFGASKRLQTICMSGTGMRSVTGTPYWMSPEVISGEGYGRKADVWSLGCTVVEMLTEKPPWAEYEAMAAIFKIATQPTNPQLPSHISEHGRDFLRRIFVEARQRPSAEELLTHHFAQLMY
# CRFBP-R2 block – antagonists of CRF-binding protein/CRF-R2 receptor complex. HEK293 CRF-R2/CRF-BP, CRF-induced calcium fluorescence. inhibition, % at 11.8 µM. hit rate 0.59% among 350,000;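 active = inhibition of the ligand-induced calcium signal above about 50% at the single tested concentration, limit read from the data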
# MEKK2 WT-MEK5 – raises or lowers MEK5 binding to wildtype human MEKK2 PB1 domain; Q9Y2U5; bead flow cytometry, Alexa488-MEK5 binding to MEKK2 WT; actives lie on both sides; AID 1531; hit rate 1.1% among 290,000; binding response (% of control), % at 10 µM; in the data active = binding response below about 67% or above about 130%
# SUMO HTRF inh – SUMOylation inhibition; P63279; HTRF SUMOylation assay, SAE1/SAE2 + UBC9, in vitro; inhibition, % at 35 µM; hit rate 0.36% among 290,000; in the data active = inhibition above about 50%, passing the limit was not always enough; note: strong numbers were not always called active
# Target sequence (P63279 whole entry, looked up): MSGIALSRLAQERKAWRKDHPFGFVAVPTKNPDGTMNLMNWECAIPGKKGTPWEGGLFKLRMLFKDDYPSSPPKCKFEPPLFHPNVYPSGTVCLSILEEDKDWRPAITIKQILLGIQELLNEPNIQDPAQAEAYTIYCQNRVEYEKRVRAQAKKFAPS
# Numbers without * were called inactive; / = no result given; [ ] = dose if it differs, or a comment. Not all compounds are listed. The share of hits here may be higher or lower than overall.
# The opening eleven records as a preview:
# Key to letters – A = NS3 helicase inh; B = FID counter; C = CRFBP-R2 agonist; D = MEKK2mut PB1 HTS; E = GalR3 antag; F = MEKK3 PB1 HTS; G = CRFBP-R2 block; H = MEKK2 WT-MEK5; I = SUMO HTRF inh
CCOC(=O)C(Cc1ccccc1)C(=O)Nc1ccc(NC(=O)C(Cc2ccccc2)C(=O)OCC)cc1 (stereo not drawn)
  A: 3; B: -5; C: -0.1; D: 11; E: -4; F: 95; G: -3; H: 109; I: 11
COc1ccc(N2CCN(c3cnc4ccccc4n3)CC2)cc1
  A: 3; B: -11; C: 5.5; D: 3; E: -4; F: 100; G: -21; H: 100; I: 6
O=C(COC(=O)Cn1cnc2ccccc21)NCCc1ccccc1
  A: -3; B: -2; C: -1.3; D: 2; E: -4; F: 106; G: 0; H: 104; I: 12
Clc1ccc(C2CC(c3cccs3)n3ncnc3N2)cc1 (stereo not drawn)
  A: 2; B: -25; C: 0.3; D: 5; E: -5; F: 105; G: -15; H: 101; I: 2
Cc1nn(C)cc1CNC(=O)c1cnn2c(C(F)F)cc(C3CC3)nc12
  A: 0; B: -4; C: -1.0; D: 10; E: 4; F: 106; G: 0; H: 105; I: 24
NC(=O)CSc1nnc(-c2ccco2)n1-c1ccccc1
  A: 3; B: -3; C: -0.9; D: 3; E: -9; F: 100; G: 10; H: 101; I: 21
CNS(=O)(=O)c1cc(N)ccc1C
  A: 9; B: 1; C: -5.3; D: -4; E: -1; F: 101; G: 35; H: 100; I: 11
CC1CCCC(NC(=O)CSc2nnnn2C)C1C (stereo not drawn)
  A: -6; B: 1; C: -0.6; D: -23; E: -1; F: 0.0*[inhibitor]; G: 0; H: -8.0*[inhibitor]; I: 21
O=C(CC(=O)N/N=C/c1ccccc1)NCc1ccccc1
  A: 2; B: -4; C: -2.8; D: 0; E: -5; F: 105; G: 1; H: 103; I: 8
CCCCOc1ccc(CSCCN=C(N)N)cc1
  A: -31; B: 32; C: 0.7; D: 8; E: -1; F: 104; G: -13; H: 110; I: 16
CCOC(=O)N1CCC(c2[nH][nH]c(=O)c2C)CC1
  A: 6; B: -1; C: 3.6; D: 5; E: 1; F: 105; G: -25; H: 104; I: 7

# The listing (from the top)
# Key to letters – A = NS3 helicase inh; B = FID counter; C = CRFBP-R2 agonist; D = MEKK2mut PB1 HTS; E = GalR3 antag; F = MEKK3 PB1 HTS; G = CRFBP-R2 block; H = MEKK2 WT-MEK5; I = SUMO HTRF inh
CCOC(=O)C(Cc1ccccc1)C(=O)Nc1ccc(NC(=O)C(Cc2ccccc2)C(=O)OCC)cc1 (stereo not drawn)
  A: 3; B: -5; C: -0.1; D: 11; E: -4; F: 95; G: -3; H: 109; I: 11
COc1ccc(N2CCN(c3cnc4ccccc4n3)CC2)cc1
  A: 3; B: -11; C: 5.5; D: 3; E: -4; F: 100; G: -21; H: 100; I: 6
O=C(COC(=O)Cn1cnc2ccccc21)NCCc1ccccc1
  A: -3; B: -2; C: -1.3; D: 2; E: -4; F: 106; G: 0; H: 104; I: 12
Clc1ccc(C2CC(c3cccs3)n3ncnc3N2)cc1 (stereo not drawn)
  A: 2; B: -25; C: 0.3; D: 5; E: -5; F: 105; G: -15; H: 101; I: 2
Cc1nn(C)cc1CNC(=O)c1cnn2c(C(F)F)cc(C3CC3)nc12
  A: 0; B: -4; C: -1.0; D: 10; E: 4; F: 106; G: 0; H: 105; I: 24
NC(=O)CSc1nnc(-c2ccco2)n1-c1ccccc1
  A: 3; B: -3; C: -0.9; D: 3; E: -9; F: 100; G: 10; H: 101; I: 21
CNS(=O)(=O)c1cc(N)ccc1C
  A: 9; B: 1; C: -5.3; D: -4; E: -1; F: 101; G: 35; H: 100; I: 11
CC1CCCC(NC(=O)CSc2nnnn2C)C1C (stereo not drawn)
  A: -6; B: 1; C: -0.6; D: -23; E: -1; F: 0.0*[inhibitor]; G: 0; H: -8.0*[inhibitor]; I: 21
O=C(CC(=O)N/N=C/c1ccccc1)NCc1ccccc1
  A: 2; B: -4; C: -2.8; D: 0; E: -5; F: 105; G: 1; H: 103; I: 8
CCCCOc1ccc(CSCCN=C(N)N)cc1
  A: -31; B: 32; C: 0.7; D: 8; E: -1; F: 104; G: -13; H: 110; I: 16
CCOC(=O)N1CCC(c2[nH][nH]c(=O)c2C)CC1
  A: 6; B: -1; C: 3.6; D: 5; E: 1; F: 105; G: -25; H: 104; I: 7
CC(C)S(=O)(=O)c1cnc(N2CCOCC2)nc1N
  A: 5; B: -2; C: -0.9; D: -2; E: -4; F: 99; G: 12; H: 100; I: 8
Cn1cc(/C=C2\SC(=O)NC2=S)c2ccccc21
  A: 17; B: 0; C: 27; D: -5; E: 0; F: 98; G: -13; H: 89; I: -8
CCC(C)(C)NC(=O)C(c1ccncc1)N(C(=O)c1sc(C)nc1C)c1ccc(F)cc1 (stereo not drawn)
  A: 4; B: -21; C: -3.7; D: -3; E: 7; F: 100; G: 8; H: 96; I: -12
CN(c1ccccc1)c1nc(N)c([N+](=O)[O-])c(N2CCCC2)n1
  A: 0; B: -22; C: -2.0; D: 13; E: -6; F: 109; G: -23; H: 107; I: 4
COc1ccccc1C(=O)NCCC(=O)NCCOc1ccccc1
  A: 5; B: -15; C: 0.5; D: 7; E: -6; F: 105; G: 7; H: 108; I: 23
Cc1nn(-c2ccccc2)c(N2CCCC2)c1/C=N/Nc1ccc(S(=O)(=O)Nc2ccccc2)cc1[N+](=O)[O-]
  A: 10; B: 5; C: -1.3; D: -3; E: -4; F: 81; G: 15; H: 79; I: -23
CCOc1ccc2c(c1)-c1c(ssc1=S)C(C)(C)N2C(=O)c1ccco1
  A: -8; B: -5; C: -5.3; D: -1; E: -6; F: 103; G: 19; H: 100; I: 4
CCc1cccc(CC)c1-n1c(SCC(=O)c2c(N)n(C)c(=O)n(C)c2=O)nnc1-c1cccnc1
  A: -1; B: -8; C: 0.8; D: 2; E: -3; F: 101; G: 2; H: 102; I: -1
CCc1cccc2c1NC(=O)[C@]21[C@@H]2C(=O)N(Cc3ccccc3)C(=O)[C@@H]2[C@@H]2CCCN21
  A: -3; B: -46; C: 0.0; D: 3; E: -1; F: 108; G: -32; H: 106; I: 6
N=c1c(C(=O)NCc2ccco2)cc2c(=O)n3ccccc3nc2n1Cc1ccccc1
  A: 11; B: -15; C: 5.4; D: 4; E: -4; F: 107; G: 9; H: 109; I: 50
C[C@]12C(=O)N(c3ccc(Cl)cc3)C(=O)N1[C@H]1c3ccccc3OC[C@@H]1[C@H]2c1ccccc1
  A: -8; B: -11; C: 6.2; D: -4; E: /; F: 100; G: -6; H: 86; I: 8
CC1CC(C)CN(CCCNC(=O)CC2Oc3ccccc3NC2=O)C1 (stereo not drawn)
  A: 0; B: 3; C: 1.8; D: 4; E: 0; F: 107; G: 1; H: 108; I: 13
COc1ccc(NC(=O)c2ccc([N+](=O)[O-])s2)c([N+](=O)[O-])c1
  A: 10; B: 5; C: 2.9; D: 3; E: -6; F: 104; G: 4; H: 98; I: 4
COc1ccc(Cl)c2sc(N3CCN(C(C)=O)CC3)nc12
  A: -4; B: -30; C: -0.6; D: 3; E: 0; F: 107; G: 6; H: 108; I: -18
Cc1noc(C)c1S(=O)(=O)N1CCCC(C(=O)NCCC2=CCCCC2)C1 (stereo not drawn)
  A: -1; B: -3; C: 3.2; D: -3; E: -1; F: 91; G: -44; H: 95; I: -47
Fc1ccc(Nc2nc3ccccc3s2)cc1
  A: -9; B: -2; C: -1.0; D: -2; E: -6; F: 95; G: -8; H: 96; I: 3
C1=CC2CC1CC2CNCc1ccco1 (stereo not drawn)
  A: 1; B: 11; C: 8.2; D: 0; E: -3; F: 108; G: 17; H: 103; I: 12
Cc1cccc(N2CCN(C(=O)CCNS(=O)(=O)c3cccs3)CC2C)c1 (stereo not drawn)
  A: -6; B: -37; C: 1.2; D: 1; E: -8; F: 98; G: -3; H: 97; I: -5
CCS(=O)(=O)c1ccc2oc(Nc3cc(Cl)ccc3OC)nc2c1
  A: -4; B: -7; C: 0.2; D: 4; E: -7; F: 101; G: -7; H: 97; I: -6
COC(=O)c1cc(S(=O)(=O)NCCc2cccc(C)c2)cn1C
  A: 0; B: -10; C: -0.8; D: -5; E: 1; F: 98; G: 5; H: 98; I: /
O=C(Cc1ccccc1)c1ccc2c(c1)OCCO2
  A: -2; B: -8; C: -0.1; D: 0; E: -6; F: 103; G: 10; H: 99; I: 22
CC1CCCCC1NC(=O)/C(C#N)=C/c1ccc(OCC(N)=O)cc1 (stereo not drawn)
  A: 2; B: -8; C: -0.1; D: 0; E: -2; F: 97; G: -58; H: 97; I: -3
CC(NC(=O)COC(=O)C1CCN(S(=O)(=O)c2ccccc2C(F)(F)F)CC1)c1ccccc1 (stereo not drawn)
  A: -15; B: -39; C: -0.2; D: -1; E: -1; F: 97; G: -2; H: 95; I: 3
CC(C)=CCN1CCN(Cc2ccc(C#CC(C)(C)O)s2)CC1CCO (stereo not drawn)
  A: -2; B: 11; C: 0.3; D: -20; E: -1; F: 54; G: 6; H: 63; I: -9
CCCNC(=O)c1ccc(SCC(=O)N(CC)CC)c([N+](=O)[O-])c1
  A: 0; B: 2; C: -3.2; D: -9; E: -2; F: 100; G: -3; H: 98; I: -5
COC(=O)c1c(NC(=O)COC(=O)CCc2ccc(S(=O)(=O)N3CCOCC3)cc2)sc2c1CCC2
  A: 3; B: -1; C: 4.5; D: 0; E: -4; F: 136*; G: -25; H: 104; I: -20
CC(C)(C)NC(=O)C(c1ccncc1)N(C(=O)Cn1nnc(-c2cccs2)n1)C1CCCCC1 (stereo not drawn)
  A: -6; B: -18; C: -0.5; D: 1; E: 0; F: 99; G: -15; H: 97; I: -17
Nc1c2c(nc3ccn(-c4ccccc4)c(=O)c13)CCCCC2
  A: -11; B: 7; C: -5.8; D: 7; E: -1; F: 96; G: -24; H: 98; I: 11
Cc1cc(C)c(NC(=O)Cn2c(=O)n(Cc3ccco3)c(=O)c3ccccc32)c(C)c1
  A: 8; B: -6; C: 1.6; D: 1; E: -4; F: 100; G: -9; H: 97; I: 20
O=C1NC(=O)C(c2cn(-c3ccccc3)nc2-c2ccc(F)cc2)N1 (stereo not drawn)
  A: 2; B: -6; C: 2.8; D: 11; E: 4; F: 108; G: -13; H: 112; I: 4
N#CC1=C(N)C(C#N)(C#N)[C@H](c2ccoc2)[C@H]2CN(Cc3ccccc3)CC=C12
  A: 2; B: -5; C: 15; D: 10; E: 0; F: 102; G: -10; H: 99; I: 62*
C=CCNC(=S)Nc1ccc(Cl)cc1
  A: -3; B: 0; C: 28; D: -5; E: -6; F: 100; G: 6; H: 91; I: 0
CC(=O)Nc1ccc(S(=O)(=O)Nc2ccc(S(=O)(=O)Nc3nccs3)cc2)cc1
  A: 0; B: -2; C: 0.4; D: -3; E: -9; F: 98; G: -3; H: 97; I: 4
C=CCNC(=S)NNC(=O)C(CCCC)CC(C)O (stereo not drawn)
  A: -2; B: -11; C: -2.5; D: -4; E: 1; F: 92; G: 5; H: 92; I: 16
O=C(NCCCN1CCOCC1)c1ccc(CNS(=O)(=O)c2ccc(F)cc2)cc1
  A: 1; B: 6; C: 9.8; D: 5; E: -5; F: 104; G: -23; H: 108; I: 18
O=C(NC1CCCCC1)Nn1c(-c2ccccc2)nc2ccccc2c1=O
  A: 7; B: -4; C: -0.5; D: 19; E: /; F: 106; G: -14; H: 106; I: -7
O=C(O)c1cc(-c2ccc(/C=N/N3C(=O)C4C5C=CC(CC5)C4C3=O)o2)ccc1Cl (stereo not drawn)
  A: 8; B: -7; C: -2.3; D: -8; E: -5; F: 103; G: -6; H: 103; I: 2

# High-throughput results as filed in PubChem BioAssay.
